ADAM17 inh: ADAM17 inhibitors, primary screen, biochemical, QFRET; Disintegrin and metalloproteinase domain-containing protein 17 (Homo sapiens), P78536; recombinant ADAM17, EDANS/DABCYL FRET peptide cleavage; inhibition, % at 6.95 µM; 0.83% of 370,000 active;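 active = inhibition above the mean of compounds lying between control limits plus 3 SD, set per campaign, cut at about 8.5% in these data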;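 also: 0% = DMSO-only wells as the low control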
Target sequence (P78536 215-824 limits assumed): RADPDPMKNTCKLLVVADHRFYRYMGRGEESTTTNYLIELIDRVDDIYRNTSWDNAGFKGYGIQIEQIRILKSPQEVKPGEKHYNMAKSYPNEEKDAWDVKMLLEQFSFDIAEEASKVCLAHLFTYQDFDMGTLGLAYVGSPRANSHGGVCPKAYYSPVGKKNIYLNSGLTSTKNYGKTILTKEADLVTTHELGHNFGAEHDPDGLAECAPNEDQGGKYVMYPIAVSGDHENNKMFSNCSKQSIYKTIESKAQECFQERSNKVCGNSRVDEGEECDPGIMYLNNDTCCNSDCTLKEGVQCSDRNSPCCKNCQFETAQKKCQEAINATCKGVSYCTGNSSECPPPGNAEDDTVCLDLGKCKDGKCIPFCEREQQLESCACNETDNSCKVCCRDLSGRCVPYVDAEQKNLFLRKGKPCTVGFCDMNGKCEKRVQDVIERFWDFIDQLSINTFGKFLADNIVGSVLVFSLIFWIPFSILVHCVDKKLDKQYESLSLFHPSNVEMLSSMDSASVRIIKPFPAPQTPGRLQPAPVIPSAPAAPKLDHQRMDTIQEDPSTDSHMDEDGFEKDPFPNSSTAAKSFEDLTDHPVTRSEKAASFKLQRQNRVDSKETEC
PLC-beta3 inh: human PLC-beta3 inhibitors, primary screen, biochemical, fluorescence; 1-phosphatidylinositol 4,5-bisphosphate phosphodiesterase beta-3 (Homo sapiens), Q01970; Purified PLC-beta3, fluorogenic substrate; inhibition, % at 12.2 µM; 0.18% of 370,000 active; in the data active = inhibition above about 11%;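 also: 0% = median of compound wells on plate and 100% = full blocker control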
PLC-gamma1 inh: PLC-gamma1 enzyme inhibitors, primary screen, biochemical, fluorescence, purified enzyme; 1-phosphatidylinositol 4,5-bisphosphate phosphodiesterase gamma-1 (Homo sapiens), P19174; fluorogenic substrate; inhibition, % at 12.2 µM; 0.84% of 370,000 active; in the data active = inhibition above about 9.5%
ARFGAP1 inhibitor: inhibitors of rat ARFGAP1 GAP activity, primary screen, biochemical, fluorescence polarization, GDP tracer | ADP-ribosylation factor GTPase-activating protein 1 (Rattus norvegicus), Q62848 | Arfgap1-stimulated ARF1 GTP hydrolysis, GDP FP detection | inhibition, % at 16.5 µM | 0.26% of 360,000 active;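 active = inhibition above a per-plate limit, mean inhibition of low control wells plus 3 SD, cut at about 25% in these data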;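 also: 0% = DMSO wells with enzyme and 100% = wells lacking Arfgap1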
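Repeats: one replicate per compound; assay system: rat Arfgap1 catalytic domain, aa 1-136; times: enzyme reaction 120 min at 25 °C after 20 min preincubation; detection: FP of antibody-bound GDP Alexa 633 tracer, ex 620/em 688 nm; benchmarks: high control wells lacking Arfgap1, low control full reaction with DMSO; reagent: human ARF1(Δ1-17)-GTP substrate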
DDE Tn6 FP inh: inhibitors of Tn6 peptide binding to fibrin DD(E), primary screen, biochemical, fluorescence polarization, human fibrin, Tn6 probe | 0.21% of 370,000 active | Fibrin DD(E) TRITC-Tn6 fluorescence polarization displacement | inhibition, % at 8.3 µM;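 active = inhibition above a per-campaign cutoff: mean of compounds within control limits plus 3 SD, cut at about 15% in these data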;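 also: 0% = median of all compound wells on the plate and 100% = blocking peptide control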
proKLK7 act: proKLK7 zymogen activators, primary screen, biochemical, fluorescence intensity | purified proKLK7, EDANS-DABCYL substrate fluorescence; 100% is mature enzyme control, 0% vehicle | activation, % at 7 µM | 0.9% of 370,000 active;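 active = activation above the mean of all tested compounds plus 3 SD, computed per campaign excluding outliers beyond control limits, cut at about 13% in these data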
UHRF1 MBD2 ctr: UHRF1 methylated DNA binding inhibitors, primary screen, counter-screen for MBD2 inhibitor project, biochemical, TR-FRET, human UHRF1, single concentration; 0.75% of 370,000 active; UHRF1 binding to methylated oligo; AID 687016, 2013; inhibition, % at 4.4 µM; in the data active = inhibition above about 21%;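 also: UHRF1 SRA domain binding a hemimethylated CpG hairpin DNA probe; 0% = median of test compound wells and 100% = reference inhibitor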
MBD2 DNA inh: inhibitors of MBD2 binding to methylated DNA, primary screen, biochemical, TR-FRET, DNA-binding domain, human; 0.31% of 370,000 active; inhibition, % at 4.4 µM; MBD2 binding to methylated oligonucleotide; Methyl-CpG-binding domain protein 2 (Homo sapiens), Q9UBB5; in the data active = inhibition above about 13%
ASAP1 inh: inhibitors of human ASAP1 ArfGAP activity, primary screen, biochemical, fluorescence polarization | Arf-GAP with SH3 domain, ANK repeat and PH domain-containing protein 1 (Homo sapiens), … | ASAP1-stimulated ARF1 GTP hydrolysis, GDP FP detection | inhibition, % at 16.5 µM | 0.19% of 360,000 active | AID 624377, 2012; in the data active = inhibition above about 25%;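 also: 0% = vehicle with enzyme and substrate and 100% = no enzyme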
Target sequence (Q9ULH1 325-724 limits assumed): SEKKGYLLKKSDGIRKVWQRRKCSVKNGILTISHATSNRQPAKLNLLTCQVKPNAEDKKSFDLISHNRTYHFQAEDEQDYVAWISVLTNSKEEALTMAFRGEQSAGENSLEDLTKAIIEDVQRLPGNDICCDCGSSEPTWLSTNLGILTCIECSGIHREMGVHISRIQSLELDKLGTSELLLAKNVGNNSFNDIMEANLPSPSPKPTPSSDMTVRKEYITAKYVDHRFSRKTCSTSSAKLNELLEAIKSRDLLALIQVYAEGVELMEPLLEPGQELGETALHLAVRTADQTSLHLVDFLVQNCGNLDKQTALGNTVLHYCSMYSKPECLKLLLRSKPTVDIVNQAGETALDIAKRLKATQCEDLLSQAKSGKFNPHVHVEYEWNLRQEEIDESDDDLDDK
Tn7 DDE FP: inhibitors of Tn7 peptide binding to fibrin DD(E), primary screen, biochemical, fluorescence polarization, human fibrin, Tn7 probe; FP displacement of FITC-Tn7 peptide from fibrin DD(E); 0% = median of compound wells per plate; Fibrinogen beta chain (Homo sapiens), P02675; inhibition, % at 8.3 µM; 0.13% of 370,000 active;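 active = inhibition above the mean of compounds falling within the control limits plus 3 SD of them, cut at about 14% in these data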;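 also: 0% = plate median of compound wells and 100% = 10 µM Aha-Tn7 peptide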
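Assay system: Human clot-derived fibrin DD(E) complex | Buffer or medium: Tris/NaCl/CaCl2 buffer, pH 7.8 | Repeats: One replicate per compound | Benchmarks: Aha-Tn7 high control | Measure: % inhibition scaled between sample-field median and high-control FP | Schedule: 10 min plus 3 h, room temperature | Signal: Fluorescence polarization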
Active calls of the source: *; x = no result given.

Start of the listing, in advance (13 entries):
SMILES	ADAM17 inh	PLC-beta3 inh	PLC-gamma1 inh	ARFGAP1 inhibitor	DDE Tn6 FP inh	proKLK7 act	UHRF1 MBD2 ctr	MBD2 DNA inh	ASAP1 inh	Tn7 DDE FP
CC(C)CC(=O)NCCCCc1ccccc1	0	4	2	-1	7	0.0	21*	-2	-14	-5
COC(=O)c1ccccc1S(=O)(=O)NNC(=O)C1COc2ccccc2O1 (stereo unspecified)	-2	-3	4	-4	-3	-0.1	1	-2	4	-1
CS(=O)(=O)N(CC(=O)O)c1ccc2c(c1)OCO2	-4	-1	-2	-2	1	0.0	-1	3	8	4
C=CCN1[C@@H](C)COc2cccc(N3CCCC3)c2S1(=O)=O	-1	-4	-3	x	-9	0.5	-1	0	x	-2
C[C@H](NC(=O)OCc1ccccc1)P(=O)(O)O	-3	4	3	x	13	0.2	2	-2	x	-3
O=C(c1cncc(Br)c1)N1CCCc2ccccc21	2	2	2	-17	1	0.6	19	5	-12	2
CCOc1ccc2nc(N(CCN(CC)CC)C(=O)/C=C/c3cccs3)sc2c1	-2	-12	-4	-9	3	-2.5	-2	1	-6	-2
Cc1csc(NC(=O)c2cc(-c3ccco3)nc3ccccc23)n1	-7	-57	-40	-6	0	-0.7	14	5	0	-4
Cc1c(NC2=NC3(CCCCC3)Cc3ccccc32)c(=O)n(C)n1-c1ccccc1	-3	0	2	1	-4	0.2	2	-3	5	5
O=[N+]([O-])c1ccc(-[n+]2ccc3ccccc3c2)c([N+](=O)[O-])c1	-2	3	6	-3	-1	-0.1	1	2	3	3
Cc1ccc(C(O)(CCN2CCCCC2)c2ccccc2)cc1 (stereo unspecified)	4	-2	0	7	1	0.0	0	-3	12	-3
Cc1cc(C)n2nc(C(=O)Nc3cccc(S(=O)(=O)N4CCCC4)c3)nc2n1	-5	-6	-1	6	5	1.0	0	1	1	6
Cc1ccc(C(=O)CSC2=C(C#N)C(c3ccco3)C3=C(CC(C)(C)CC3=O)N2)cc1 (stereo unspecified)	-5	-127	-109	-9	-10	4.6	-2	-7	-3	7

The list itself, previewed entries included:
SMILES	ADAM17 inh	PLC-beta3 inh	PLC-gamma1 inh	ARFGAP1 inhibitor	DDE Tn6 FP inh	proKLK7 act	UHRF1 MBD2 ctr	MBD2 DNA inh	ASAP1 inh	Tn7 DDE FP
CC(C)CC(=O)NCCCCc1ccccc1	0	4	2	-1	7	0.0	21*	-2	-14	-5
COC(=O)c1ccccc1S(=O)(=O)NNC(=O)C1COc2ccccc2O1 (stereo unspecified)	-2	-3	4	-4	-3	-0.1	1	-2	4	-1
CS(=O)(=O)N(CC(=O)O)c1ccc2c(c1)OCO2	-4	-1	-2	-2	1	0.0	-1	3	8	4
C=CCN1[C@@H](C)COc2cccc(N3CCCC3)c2S1(=O)=O	-1	-4	-3	x	-9	0.5	-1	0	x	-2
C[C@H](NC(=O)OCc1ccccc1)P(=O)(O)O	-3	4	3	x	13	0.2	2	-2	x	-3
O=C(c1cncc(Br)c1)N1CCCc2ccccc21	2	2	2	-17	1	0.6	19	5	-12	2
CCOc1ccc2nc(N(CCN(CC)CC)C(=O)/C=C/c3cccs3)sc2c1	-2	-12	-4	-9	3	-2.5	-2	1	-6	-2
Cc1csc(NC(=O)c2cc(-c3ccco3)nc3ccccc23)n1	-7	-57	-40	-6	0	-0.7	14	5	0	-4
Cc1c(NC2=NC3(CCCCC3)Cc3ccccc32)c(=O)n(C)n1-c1ccccc1	-3	0	2	1	-4	0.2	2	-3	5	5
O=[N+]([O-])c1ccc(-[n+]2ccc3ccccc3c2)c([N+](=O)[O-])c1	-2	3	6	-3	-1	-0.1	1	2	3	3
Cc1ccc(C(O)(CCN2CCCCC2)c2ccccc2)cc1 (stereo unspecified)	4	-2	0	7	1	0.0	0	-3	12	-3
Cc1cc(C)n2nc(C(=O)Nc3cccc(S(=O)(=O)N4CCCC4)c3)nc2n1	-5	-6	-1	6	5	1.0	0	1	1	6
Cc1ccc(C(=O)CSC2=C(C#N)C(c3ccco3)C3=C(CC(C)(C)CC3=O)N2)cc1 (stereo unspecified)	-5	-127	-109	-9	-10	4.6	-2	-7	-3	7
CC(=O)c1ccc(NC(=S)N2CCC(Cc3ccccc3)CC2)cc1	-2	-6	0	4	-1	0.4	-1	0	-3	-3
CCN(CCn1cccn1)C(=O)C1CCC(=O)N(CCc2cccc(F)c2)C1 (stereo unspecified)	-4	-8	0	1	4	0.3	2	-1	-7	6
O=C1c2[nH]nc(-c3ccccc3)c2C(c2ccccc2)N1c1ccccc1 (stereo unspecified)	6	3	6	9	6	0.0	3	-1	4	-7
C/C(Cn1cnc([N+](=O)[O-])n1)=N\NC(=O)c1ccncc1	1	2	1	11	3	-0.2	19	1	14	-10
O=C(Nc1cccnc1)c1cc(-c2ccco2)on1	-4	-4	-2	-8	9	-0.4	-3	-1	1	5
COc1ccc(CCN/C=C2/CC(=O)NC2=O)cc1OC	-2	1	0	-1	-2	-0.1	1	6	5	1
CCN(CC)S(=O)(=O)c1cc(NC(=O)c2ccc(-n3cncn3)c([N+](=O)[O-])c2)ccc1C	5	-3	7	-1	-11	1.5	-2	2	-2	-2
Cc1cc(C)n(-c2nnc(N3CCN(c4ccccc4)CC3)nn2)n1	-1	0	2	2	5	-0.2	-3	1	1	-7
COc1ccccc1OCC(=O)NC1CCCCCCC1	-4	-7	3	-1	9	0.4	5	3	-5	0
CCCC1CCC2(CCCN2CCOC(=S)Nc2ccccc2)CC1 (stereo unspecified)	-5	-2	3	x	-3	x	5	-3	x	-2
CC1(C)CC(NC(=O)C2CCN(S(=O)(=O)c3ccc(Cl)c(C(F)(F)F)c3)CC2)CC(C)(C)N1	-1	-3	-1	-5	-2	-0.2	1	-6	14	-7
O=C(CSc1nnc(-c2ccccc2Cl)n1Cc1ccco1)Nc1ccc2c(c1)OCCO2	-3	1	4	7	-9	0.2	-1	8	10	-8
O=C(NCCc1ccc(Cl)cc1)c1ccc(S(=O)(=O)N2CCCC2)cc1	-3	-2	-1	11	2	0.4	1	1	10	6
CCOC(=O)c1c(C)[nH]c(C(=O)COC(=O)c2ccc(O)cc2O)c1C	-3	-8	1	11	1	0.1	-1	-3	-3	1
Cc1ccc(-c2c[n+](CC(=O)N3c4ccccc4Sc4ccccc43)c3n2CCC3)cc1	-2	3	4	21	-5	0.3	-4	-7	4	-2
COc1cccc(C(=O)N2CCC(CCC(=O)Nc3cccc(C)c3)CC2)c1	-1	-9	0	3	-6	0.4	0	1	14	0
CC1CCN(S(=O)(=O)c2ccc3c(c2)N(CC(=O)NCCCN2CCCC(C)C2)C(=O)CO3)CC1 (stereo unspecified)	-4	-2	3	1	-1	0.1	1	-3	12	-4
CC1CCCCN1C(=O)CSc1nnc(-c2ccco2)n1C (stereo unspecified)	-5	-5	-2	-13	3	0.0	2	4	4	8
Cc1ccc(N2C(=S)NC3c4cc(Cl)ccc4OC2(C)C3C(=O)N(C)C)cc1 (stereo unspecified)	-3	-5	-2	4	-7	0.2	2	6	-4	5
Cc1cc(C)cc(N=C2NC(=O)CS2)c1	2	-3	1	1	-3	0.3	3	0	11	-6
c1ccc(CN2CCC3(CC2)Nc2ccccc2S3)cc1	-2	-4	0	20	1	-0.3	3	7	-2	-2
Cc1nc(N2CCN(C)CC2)c2c(C)c(C(=O)Nc3ccc(C)c(F)c3)sc2n1	8.8*	-19	-5	-9	-1	0.2	2	-2	6	-5
c1ccc(-c2nc3nonc3nc2-c2ccccc2)cc1	0	-40	-32	-2	-6	1.4	4	1	3	-5
CC1=[N+]([O-])C(N2CCOCC2)C(O)(c2ccccc2)C1 (stereo unspecified)	0	-1	1	10	0	0.0	2	-2	2	-5
O=C(COC(=O)c1ccc(Cl)c(S(=O)(=O)N2CCCC2)c1)NCc1cccs1	-1	5	2	9	3	-0.1	5	1	-8	-3
CCN1CCN(CC(=O)NC2CCCCC2)C(=O)C1=O	4	7	7	4	0	-0.3	4	-4	-6	-6
CCCCC(CC)C1OCC(CN2CCCCC2)O1 (stereo unspecified)	-2	-6	2	-15	2	-0.8	1	2	12	-1

Copied from the list:
Cc1ccc(N2C(=S)NC3c4cc(Cl)ccc4OC2(C)C3C(=O)N(C)C)cc1 (stereo unspecified) – proKLK7 act = 0.2
CCCCC(CC)C1OCC(CN2CCCCC2)O1 (stereo unspecified) – ADAM17 inh = -2

The list continues.
SMILES	ADAM17 inh	PLC-beta3 inh	PLC-gamma1 inh	ARFGAP1 inhibitor	DDE Tn6 FP inh	proKLK7 act	UHRF1 MBD2 ctr	MBD2 DNA inh	ASAP1 inh	Tn7 DDE FP
Cc1cc(C)n2nc(SCC(=O)N3CCOCC3)nc2n1	4	-1	4	-7	3	-1.2	2	0	3	2
CCOc1ccc(S(=O)(=O)N2CCN(C(=O)c3sccc3C)CC2)cc1	-3	5	1	5	7	0.1	0	0	-1	-2
COc1cccc(N2CC(NS(=O)(=O)c3cccs3)CC2=O)c1 (stereo unspecified)	-3	-4	3	2	4	0.7	-3	-5	-16	15*
Cc1cccc(CSCCNC(=O)Nc2ccccc2)c1	0	1	0	9	-3	-0.4	0	2	15	1
CCc1nnc(NC=C2C(=O)OC(C)(C)OC2=O)s1	-4	-1	-2	3	-5	-0.2	7	2	-4	-2
Cc1cccc(-n2ncc3c(N4CCC5(CC4)OCCO5)ncnc32)c1	-2	1	-1	-2	-2	0.0	3	1	-11	4
Cc1cccc(NC(=O)CSCc2cc(=O)n3c(C)csc3n2)c1C	-4	-5	0	1	7	0.5	-2	6	-11	-2
COc1ccc(-c2cc(=O)[nH]c(=O)[nH]2)cc1	-4	0	1	3	4	-0.1	1	-1	-10	-2
CC(=O)Nc1nnc(SCC(=O)NCCOc2ccccc2)s1	1	2	9.9*	10	6	-0.2	0	1	11	-11
COc1ccc(C(=O)NCCn2ccc3ccccc32)cc1	1	1	1	-7	-4	0.3	0	0	-18	0
